TTR transcr act: TTR transcription activators in neuroblastoma reporter cells, primary screen, cell-based, luminescence, SH-SY5Y, TTR promoter Gaussia luciferase. 100% = recombinant luciferase protein wells. activation, % at 16.7 µM. actives 1.3% (n = 92,000). AID 1117267, 2014;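 active = activation above the mean of all tested compounds plus 3 SD, cut at about 9.5% in these data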;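 also: cells exposed to compounds for one day before reading; 0% = median of all test compound wells on the plate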
Active calls of the source: *. This is a subset; rates above refer to the full screens.

SMILES | TTR transcr act
O=C(Nc1nc2ccccc2s1)C1CC(=O)N(c2ccccc2)C1 (stereo unspecified) | 4.0
O=C(C[C@H]1C(=O)N(Cc2ccccc2)C[C@@H]1Cc1ccccc1)Nc1ccc(Br)cc1 | -0.7
C=CC[C@@H](CC(=O)NCCO)C(=O)NC[C@H](OC(=O)[C@@H](CC=C)Cc1ccc(F)cc1)c1ccccc1 | -2.2
CCOC(=O)C1CCN(C(=O)c2ccc(NS(=O)(=O)c3ccc(F)cc3C)cc2)CC1 | -0.8
COc1cccc(/C=N/NC(=S)NC2CC3CC2C2C=CCC32)c1O (stereo unspecified) | -0.8
O=C(c1cccs1)N1CCCC(c2nc(-c3ccc(F)cc3)no2)C1 (stereo unspecified) | 0.5
COC(=O)c1ccccc1NC(=O)c1ccc(COc2ccccc2)o1 | 0.0
CC(C)C(C)(C#N)NC(=O)CSc1nnc(-c2ccccc2)o1 (stereo unspecified) | 1.3
COc1ccc(Cl)cc1NC(=O)CN1CCc2ccccc21 | 1.5
CC(C)(C)NC(=O)CN(C(=O)CNC(=O)c1cccs1)c1ccc2c(c1)OCCO2 | -1.1
Cc1cc(C)nc(SCC(=O)NN=Cc2ccc(C)o2)n1 | 3.3
Cc1cc(Oc2ccc(=O)n(C)n2)nc(Oc2ccc(=O)n(C)n2)n1 | -3.1
CSc1nc(-c2ccccc2)nc(C(C)C)n1 | -2.2
CN1CCN(S(=O)(=O)c2ccc(C#N)cc2)C(c2ccccc2)C1 (stereo unspecified) | -0.4
Cc1ccc(CS(=O)Cc2ccc(C(=O)NCc3cccs3)o2)cc1 (stereo unspecified) | -0.2
NC(=O)NC(=O)CN1c2cccc3cccc(c23)S1(=O)=O | -0.1
C=CCN1C(=O)/C(=C\C=C2\N(C)c3ccccc3C2(C)C)SC1=S | 0.5
ClC(CCN1CCN(Cc2ccccc2)CC1)c1ccccc1 (stereo unspecified) | 0.3
COc1ccc(N(C(=O)c2snc(C(N)=O)c2N)C(C(=O)NCc2ccccc2)c2ccc(F)cc2)c(OC)c1 (stereo unspecified) | -2.4
Cc1ccc(OCC(=O)NNC(=O)CSc2ncnc3sc(C)c(C)c23)cc1 | 5.7
Cc1ccn2c(=O)nc(SCC(=O)N3N=C(c4cccs4)CC3c3ccc(F)cc3)nc2c1 (stereo unspecified) | -2.7
c1ccc(-n2nnc(-c3cccnc3)n2)cc1 | -0.7
CC(O)CNc1nc2ccccc2n1CC(=O)NCCc1ccc(Cl)cc1 (stereo unspecified) | 0.3
CC1CCN(CCNC(=O)C2CCCN(S(=O)(=O)c3cccc4nsnc34)C2)CC1 (stereo unspecified) | 0.3
CCc1ccc(C(CC(=O)c2ccc(Cl)cc2)C(=O)O)cc1 (stereo unspecified) | -0.7
COC(=O)C1CCCCN1C(=O)CCc1nnc(CCc2c[nH]c3ccccc23)o1 (stereo unspecified) | 1.3
O=C(Nc1nnc(-c2ccc3c(c2)CCCC3)o1)c1ccccc1Cl | 0.0
COc1cc(C=NNC(=O)c2cccnc2)ccc1OC(=O)c1ccccc1F | 0.7
CCCCOP(=O)(OCCCC)C(Nc1ccc(C(=O)OCC)cc1)c1ccncc1 (stereo unspecified) | -0.8
COc1ccc(C(=O)Nc2ccc(C(=O)Nc3cccnc3)cc2)cc1 | 6.4
O=S(=O)(/N=C(/Nc1ccccc1)c1ccccc1)c1cccs1 | -0.4
Cc1cccc(C(=O)N[C@H]2CC[C@@]34CCCN3C(=O)CCC[C@H]4[C@H]2C)c1 | 0.3
CCOC(=O)C(C)Sc1nnc(NC(=O)c2ccc3c(c2)OCO3)s1 (stereo unspecified) | -1.8
Cc1ccccc1NC(=S)N1CCN(C(=O)c2ccco2)CC1 | -0.8
O=C(c1ccccc1)c1nccn1-c1ccc(Cl)nn1 | -1.6
CNC(=O)c1ccsc1NC(=O)c1ccc2c(c1)CCCC2 | -0.3
Cc1ccc(NC(=O)CN(C)C(=O)COc2cc(F)ccc2[N+](=O)[O-])cc1 | 1.0
O=C(CSc1ccc2nnc(-c3ccccc3)n2n1)NCc1ccco1 | 1.0
CCN(CC)c1ccc(/C=N/NC(=O)c2ccco2)c(O)c1 | -0.1
CC(C)(C)NC(=O)CN(CCc1ccccc1)C(=O)c1csnn1 | -0.2
O=C(O)C1CC=CCC1C(=O)Nc1ccc(S(=O)(=O)N2CCCc3ccccc32)cc1 (stereo unspecified) | 1.3
O=C1CC2(CCN(C(=O)c3cccc(Cl)c3)CC2)Oc2ccccc21 | -2.0
C=CCN(C(=O)CSc1nc2c(sc3ccccc32)c(=O)n1CCN(CC)CC)c1ccccc1 | -0.1
Cc1c(-c2ccccc2Br)nc2ccccc2c1C(=O)O | -2.3
N#Cc1ccccc1N/C=C/C(=O)c1ccc(Cl)cc1 | 5.3
COc1cccc(CC(=O)Nc2cc(S(=O)(=O)N3CCOCC3)ccc2N2CCOCC2)c1 | -1.4
C#CC(=O)CCC1CCCN1C(=O)OC(C)(C)C (stereo unspecified) | -3.4
CC(C)(C)c1cc(/C=N/O)cc(C(C)(C)C)c1O | -0.6

Given in markdown: two of the compounds above
| canonical_smiles | TTR transcr act |
| --- | --- |
| C=CCN(C(=O)CSc1nc2c(sc3ccccc32)c(=O)n1CCN(CC)CC)c1ccccc1 | -0.1 |
| Cc1c(-c2ccccc2Br)nc2ccccc2c1C(=O)O | -2.3 |

Part of the list above in order of SMILES length, smallest number first.
SMILES | TTR transcr act
C#CC(=O)CCC1CCCN1C(=O)OC(C)(C)C (stereo unspecified) | -3.4
O=C(c1ccccc1)c1nccn1-c1ccc(Cl)nn1 | -1.6
Cc1c(-c2ccccc2Br)nc2ccccc2c1C(=O)O | -2.3
CC(C)(C)c1cc(/C=N/O)cc(C(C)(C)C)c1O | -0.6
CNC(=O)c1ccsc1NC(=O)c1ccc2c(c1)CCCC2 | -0.3
Cc1ccccc1NC(=S)N1CCN(C(=O)c2ccco2)CC1 | -0.8
CCN(CC)c1ccc(/C=N/NC(=O)c2ccco2)c(O)c1 | -0.1
O=S(=O)(/N=C(/Nc1ccccc1)c1ccccc1)c1cccs1 | -0.4
COc1ccc(C(=O)Nc2ccc(C(=O)Nc3cccnc3)cc2)cc1 | 6.4
CCOC(=O)C(C)Sc1nnc(NC(=O)c2ccc3c(c2)OCO3)s1 (stereo unspecified) | -1.8
O=C1CC2(CCN(C(=O)c3cccc(Cl)c3)CC2)Oc2ccccc21 | -2.0
CCCCOP(=O)(OCCCC)C(Nc1ccc(C(=O)OCC)cc1)c1ccncc1 (stereo unspecified) | -0.8
Cc1ccc(NC(=O)CN(C)C(=O)COc2cc(F)ccc2[N+](=O)[O-])cc1 | 1.0
COc1cccc(CC(=O)Nc2cc(S(=O)(=O)N3CCOCC3)ccc2N2CCOCC2)c1 | -1.4
C=CCN(C(=O)CSc1nc2c(sc3ccccc32)c(=O)n1CCN(CC)CC)c1ccccc1 | -0.1
Cc1cccc(C(=O)N[C@H]2CC[C@@]34CCCN3C(=O)CCC[C@H]4[C@H]2C)c1 | 0.3

More structures:
SMILES | TTR transcr act
Cc1ccc(OCC(=O)OCC(=O)NC2CCCC2)cc1C | 2.7
O=C(Nc1ccc(Cl)cc1)c1ccc(OCC2CCCO2)cc1 (stereo unspecified) | -3.7
CCOC(=O)Cc1cc(=O)c2c(=O)n(-c3ccccc3)[nH]c2[nH]1 | -2.1
COc1ccc(C(CNC(=O)c2ccco2)N2CCCCC2)cc1 (stereo unspecified) | 0.5
Cc1sc2ncn(CC(=O)N3CCOCC3)c(=O)c2c1-c1ccccc1 | -0.3
O=C(NC(c1ccccc1)C(Cl)(Cl)Cl)c1ccccc1 (stereo unspecified) | -1.6
Cc1nc2c(ncn2-c2ccccc2)c(=O)n1NC(=O)CN1CCOCC1 | 0.5
Cc1cc(C(=O)N2CCCC(N3CCN(c4cccc(C(F)(F)F)c4)CC3)C2)nn1C (stereo unspecified) | -0.7
CCCN1C(=O)C2(SC(NC(C)=O)=NN2C(C)=O)c2cc(C)cc(C)c21 (stereo unspecified) | 0.2
CCCCNC(=O)COC(=O)c1c2c(nc3ccccc13)/C(=C/c1cccs1)CC2 | -0.9
C#CCOCCOCCOCCNc1nc(N2CCOCC2)nc(N2CCN(C(=O)[C@H](CC(N)=O)n3cc(C(N)[C@@H](C)CC)nn3)CC2)n1 (stereo partly specified) | -2.4
O=S(N1CCCCCC1)C12CC3CC(CC(C3)C1)C2 (stereo unspecified) | -1.1
COc1ccc(S(=O)(=O)N2CCCCCC2)cc1NC(=O)Cc1ccccc1F | -0.5
O=S(=O)(c1cnc[nH]1)N1CCN(C(c2ccc(F)cc2)c2ccc(F)cc2)CC1 | -4.4
O=C(Nc1ccc(C(F)(F)F)cc1)c1ccc2nc[nH]c2c1 | -2.3
Oc1cccc2c(NC(=S)Nc3ccc(OC(F)F)cc3)cccc12 | -1.6
Cc1cc(C(=O)N/N=C/c2ccc(-c3cccc(Cl)c3)o2)n[nH]1 | -2.1
O=C(CCCOc1ccc(Cl)cc1Cl)N/N=C/c1ccccc1 | 0.5
O=C(NCc1ccco1)c1ccc2c(c1)C(=O)c1ccccc1-2 | -2.0
CN1CCN(c2ccc(NC(=O)COc3ccccc3[N+](=O)[O-])cc2)CC1 | 3.7
C[C@H](NC(=O)c1nc[nH]c1C(=O)N1CCN(c2ccccc2)CC1)C(=O)OCc1ccccc1 | 7.4
NC(CSC1(c2ccc(F)cc2)c2ccccc2-c2ccccc21)C(=O)O (stereo unspecified) | -0.6
C[C@@H]1CC[C@]2(O[C@@H](CCO)C[C@@H](O)[C@@H]2O)O1 | 3.0
CCc1nc(N2CCN(C(C)=O)CC2)c(C#N)c2c1COC(C)(C)C2 | -1.0
O=C(Nc1cc(C(F)(F)F)ccc1N1CCOCC1)c1cccnc1 | 1.8
C#CCNC(=O)C[C@H]1C(=O)N(Cc2ccc(OC)cc2)C2=CCCCC[C@@]21C(=O)OC | -0.6
COc1ccccc1NCc1nc2ccccc2n1C | 0.7
Cc1cc(OC(=O)c2cc(C(F)(F)F)cc(C(F)(F)F)c2)c([N+](=O)[O-])c(=O)[nH]1 | 2.1
CC(C)(C)OC(=O)Cn1c(=O)cnc2ccccc21 | 9.4
CC12CCC(C(=O)N(c3cccc(Cl)c3)C1=O)C2(C)C (stereo unspecified) | 0.0
COc1cccc(NC(=O)CN2C(=O)NC(C)(C3CC3)C2=O)c1 (stereo unspecified) | -0.3
Cc1ccsc1/C=N/n1cnnc1 | 0.8
CCN(CC(=O)Nc1c(F)cccc1F)C(=O)C1(c2ccccc2)CC1 | 4.6
Nc1ccccc1Nc1ccncc1[N+](=O)[O-] | 2.8
CCCCN1CC(=O)N2[C@H]3c4cc(C)ccc4OC[C@@H]3[C@H](c3ccccc3)[C@]2(C)C1=O | -0.9
COc1cc(C(=O)Nc2ccc(Br)cc2C(=O)c2cc(OC)c(OC)c(OC)c2)cc(OC)c1OC | 2.1
C[C@H](CO)N1C[C@H](C)[C@H](CN(C)S(=O)(=O)c2ccccc2)Oc2c(NS(C)(=O)=O)cccc2C1=O | -0.2
COCCn1c(C)cc(C(=O)COc2ccc(C)nc2[N+](=O)[O-])c1C | 1.4
Cc1c(CCOC(=O)C23CC4(C)CC(C)(CC(C)(C4)C2)C3)sc[n+]1CC(=O)c1ccccc1 | 1.3
O=C(Nc1ncc(Cc2cccc(Cl)c2Cl)s1)c1ccc([N+](=O)[O-])cc1 | -0.6
COc1ccc(C(=O)Nc2cccnc2Sc2ccc(Cl)cc2)cc1 | -0.2
COCCN1C(=O)CCC1(C)C(=O)NC1CCCCC1 (stereo unspecified) | -0.5
O=C(NCc1ccc(Cl)c(Cl)c1)O[C@H]1CC[C@@]23CCCN2C(=O)CCC[C@H]3C1 | -0.1
CN(C(=O)CSc1nc2scc(-c3ccccc3)c2c(=O)[nH]1)c1ccccc1 | -0.8
CCCCOc1ccc(-c2c(C#N)c(N)nc(SCC(N)=O)c2C#N)cc1 | -1.5
Cc1cc(NC(=O)CCSc2nc(-c3ccco3)cc(C(F)(F)F)n2)n(-c2ccccc2)n1 | -1.8
COc1ccccc1S(=O)(=O)n1cc(Cc2ccccc2)c(N)n1 | 0.4
Cc1ccccc1-c1cc2nc(NCCCN(C)C)n(C)c(=O)c2s1 | 0.0
COc1ccc(CNC(=O)/C=C/C(=O)O)cc1 | -1.0
Cc1nc2ccc([N+](=O)[O-])cc2c(=O)n1Cc1ccc([N+](=O)[O-])cc1 | 1.7
COc1ccc2nc(/N=C/c3c(C)[nH]n(-c4ccc(C)cc4C)c3=O)sc2c1 | 4.6
CCOC(=O)N1CCC(NC(=O)c2ccc3c(c2)N(C)CCS3)CC1 | 1.7
O=C(Nc1ccc2c(c1)OCO2)c1cccs1 | -0.3
Oc1oc(-c2ccccc2)nc1/C=N/c1nccs1 | -0.6
O=C(COc1ccc(Cl)cc1)N1CCN(S(=O)(=O)c2ccccc2)CC1 | 1.5
COc1ccc2c(c1)C(=O)CC(c1ccccc1)O2 (stereo unspecified) | 0.1
CNc1cnn(-c2ccc(C)cc2)c(=O)c1Cl | 4.3
Cc1cccc(N(CC(=O)NC(C)(C)C)C(=O)CCC(=O)Nc2ccccn2)c1 | 6.0
COc1ccc(C(=O)C2CCCN(Cc3cccn3-c3ccccn3)C2)c(C)c1 (stereo unspecified) | -4.1
O=c1c2ccccc2oc2ccc(NCCCn3ccnc3)cc12 | 0.6

More structures follow.
SMILES | TTR transcr act
CCN(CC)c1ccc(/C=N/NC(=O)c2ccoc2C)c(O)c1 | -2.4
CCOC(=O)c1c(S(=O)(=O)NCC(=O)Nc2ccccc2F)c(C)n(C)c1C | -1.0
Cc1ccc(S(=O)(=O)N2CCC(C(=O)Nc3ccc(C(C)C)cc3)CC2)cc1 | -2.2
Nc1ccc(O)c2c1C(=O)c1ccccc1C2=O | 1.1
Cc1ccc(-c2ccc(=O)[nH]n2)cc1 | 1.3
O=C(CSc1nc(-c2ccccc2)cc(=O)[nH]1)Nc1ccccc1 | 6.4
CSCC[C@H](NC(=O)[C@@H]1Cc2ccccc2CN1)C(=O)Nc1ccc2c(c1)OCO2 | 1.0
O=C1CC(N2CCN(c3ccccc3)CC2)C(=O)N1c1ccc2c(c1)OCCO2 (stereo unspecified) | 0.1
O=C1NC(=S)S/C1=C\c1coc2ccc(O)cc2c1=O | -0.6
COc1ccc(-c2nnc(COc3ccc(Br)cc3C)o2)cc1 | 6.4
CC(=O)c1ccc(NC(=S)N2CCN(c3ccccn3)CC2)cc1 | 0.6
OCC[C@@H]1C[C@@H](O)[C@H](O)[C@]2(Cc3ccccc3O2)O1 | -1.1

Bioassay records deposited in PubChem by The Scripps Research Institute Molecular Screening Center.
